MITF inh: inhibitors of human MITF | O75030 | AlphaScreen MITF homodimerization, bead proximity signal | inhibition, % at 2.6 µM | 650,000 tested, 0.91% active; in the data active means inhibition above about 50%;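 further: 0% = vehicle wells with protein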
TEAD-YAP inh: TEAD-YAP interaction inhibition. HEK-TIYL cells, TEAD-Gal4/YAP UAS-luciferase luminescence. inhibition, % at 9.12 µM. 640,000 tested, 1.4% active; in the data active means inhibition above about 32%;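 further: 0% = median of test compound wells and 100% = reference inhibitor wells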
FBW7 activator: activators of human E3 ligase FBW7 | normalized activity (activation), % at 26.1 µM | 650,000 tested, 0.13% active | AID 1259310 | AlphaScreen FBW7–phospho-cyclin E peptide binding, activator screen | Q969H0; in the data active means normalized activity above about 1.9%;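 further: purified mutant Fbw7 with reduced substrate affinity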
Target sequence (Q969H0 whole entry, looked up): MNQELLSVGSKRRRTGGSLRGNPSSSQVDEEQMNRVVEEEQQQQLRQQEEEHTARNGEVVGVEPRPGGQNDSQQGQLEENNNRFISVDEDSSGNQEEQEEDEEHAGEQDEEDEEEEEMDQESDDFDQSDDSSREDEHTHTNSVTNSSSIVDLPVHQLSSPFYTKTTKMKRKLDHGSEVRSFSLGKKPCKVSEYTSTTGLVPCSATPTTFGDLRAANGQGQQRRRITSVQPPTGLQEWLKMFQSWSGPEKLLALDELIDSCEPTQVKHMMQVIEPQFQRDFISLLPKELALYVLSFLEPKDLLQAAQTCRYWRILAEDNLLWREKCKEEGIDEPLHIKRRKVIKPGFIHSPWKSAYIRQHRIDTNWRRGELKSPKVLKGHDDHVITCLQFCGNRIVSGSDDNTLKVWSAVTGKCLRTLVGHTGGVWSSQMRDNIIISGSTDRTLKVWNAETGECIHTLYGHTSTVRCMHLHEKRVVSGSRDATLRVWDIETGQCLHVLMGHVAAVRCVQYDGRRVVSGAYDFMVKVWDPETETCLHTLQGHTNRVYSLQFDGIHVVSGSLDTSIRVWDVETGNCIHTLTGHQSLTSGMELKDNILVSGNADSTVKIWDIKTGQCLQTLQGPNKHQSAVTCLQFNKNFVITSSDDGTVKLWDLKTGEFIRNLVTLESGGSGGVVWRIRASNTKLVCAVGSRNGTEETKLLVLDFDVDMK
GPR151 ag: activates the human receptor GPR151; Q8TDV0; PathHunter beta-arrestin GPR151 cells, luminescence; activation, % at 11.2 µM; 650,000 tested, 1% active; in the data active means activation above about 4.9%;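 further: 0% = median of compound wells and 100% = cells with positive control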
Numbers without * were called inactive; x = not tested or not shown; & = joins results of further samples. Rows are unselected; 3.5% or so of the library scored in one or more.

SMILES | MITF inh | TEAD-YAP inh | FBW7 activator | GPR151 ag
O=C(/C=C/c1ccccc1)Nc1ccccc1CO | 1 | -41 | 0.0 | -4.1
NC(=S)N/N=C/c1cc2ccccc2[nH]1 | -4 | 5 | -0.2 | -0.2
CC(C)CC1NC(=O)N(CC(=O)Nc2sc3c(c2C(N)=O)CCC3)C1=O (configuration not stated) | -6 | 2 | -0.2 | 0.1
CCOc1ccc(C2=C(CN(C)C)C(c3ccc(F)cc3)c3ccccc3O2)cc1 (configuration not stated) | 6 | 0 | -0.6 | 0.2
N#C/C(C(=O)N1CCOCC1)=C1/SC=C(c2ccccc2)N1c1ccccc1 | 12 | 3 | 0.1 | -0.2
CC1(C)CC(=O)C2=C(C1)N(c1ccccc1)C(=O)CC2c1cccnc1 (configuration not stated) | 33 | -3 | 0.2 | -0.9
CC(=O)Nc1ccc(Nc2ncnc3nc(-c4c(C)nn(C)c4C)[nH]c23)cc1 | 6 | 6 | -0.1 | 0.8
COc1ccc(NC(=O)C2CC(=O)N(C)C(=Nc3ccccc3)S2)cc1 (configuration not stated) | 2 | -1 | 0.1 | 1.3
CCOc1ccc(C(=O)NC2CC(C)(C)NC(C)(C)C2)cc1OCC | 12 | 11 | 0.0 | 12*
Cc1cc(Br)cn2cc(C(=O)O)nc12 | -5 | 8 | 0.0 | -0.5
Cc1c(C(N)=O)nnn1-c1nonc1N | 13 | -7 | 0.1 | -0.3
COc1ccc(NC(=O)CSC2=C(C#N)C(c3ccc(Cl)cc3)C(C(=O)OCc3ccccc3)=C(C)N2)cc1 (configuration not stated) | 4 | -2 | 0.0 | 0.4
CC(/C=N/OC(=O)c1ccccc1)=N\Nc1ccc([N+](=O)[O-])cc1[N+](=O)[O-] | 9 | 1 | -0.1 | -1.0
Cc1cc(/C=C2\SC(=S)N(Cc3ccco3)C2=O)c(C)n1C | 5 | 0 | -0.2 | -0.8
CC(C)OC(=O)CSc1nnc(CNc2nc(-c3ccccc3)cs2)n1C | 2 | -1 | -0.1 | 1.1
Cc1ncc(COP(=O)(O)O)c(C=Nc2ccc3ccccc3c2)c1O | 34 | -4 | 0.3 | -1.0
CC1CN(CCOc2ccc(I)cc2)CC(C)O1 (configuration not stated) | 44 | -8 | 0.2 | 1.0
CCOc1ccccc1NC(=O)CSc1nc2sc(C(=O)OC)c(C)c2c(=O)n1N | -6 | -2 | 0.2 | 1.5
Cc1cccc(NC(=O)N2CCCC2C(=O)NC(C)C)c1 (configuration not stated) | -6 | -2 | 0.0 | -0.3
O=C(NC1CC1)c1ccc(-c2nc(NCc3cccnc3)c3ncn(C4CCCCC4)c3n2)cc1 | -14 | 5 | 0.1 | -0.1
CCc1ccccc1NC(=O)c1nn2c(C(F)(F)F)cc(-c3ccc(Br)cc3)nc2c1Cl | 2 | -1 | -0.2 | -0.9
CCN1CCN(C2CC(=O)N(c3ccc(OC)cc3)C2=O)CC1 (configuration not stated) | -5 | -3 | -0.1 | -0.8
O=C(Cn1cnc2c(nnn2Cc2ccccc2F)c1=O)N1CCCC1 | 13 | 7 | 0.1 | 0.3
Cc1cc(I)ccc1N=Cc1nc(-c2ccc(Br)cc2)oc1O | 8 | 4 | 0.1 | -0.6

Whole records, looked up by structure. Values in the order: MITF inh, TEAD-YAP inh, FBW7 activator, GPR151 ag
CC(C)OC(=O)CSc1nnc(CNc2nc(-c3ccccc3)cs2)n1C as listed: 2, -1, -0.1, 1.1
Cc1cccc(NC(=O)N2CCCC2C(=O)NC(C)C)c1 (configuration not stated) as listed: -6, -2, 0.0, -0.3
CCN1CCN(C2CC(=O)N(c3ccc(OC)cc3)C2=O)CC1 (configuration not stated) as listed: -5, -3, -0.1, -0.8
Cc1cc(/C=C2\SC(=S)N(Cc3ccco3)C2=O)c(C)n1C as listed: 5, 0, -0.2, -0.8
CCOc1ccccc1NC(=O)CSc1nc2sc(C(=O)OC)c(C)c2c(=O)n1N as listed: -6, -2, 0.2, 1.5

More structures.
SMILES | MITF inh | TEAD-YAP inh | FBW7 activator | GPR151 ag
CC1(C)CC(=O)C2=C(C1)Nc1ccccc1NC2c1ccc(C(C)(C)C)cc1 (configuration not stated) | 14 | 17 | 0.0 | 1.4
O=C(NCc1ccccc1)C(c1cccnc1)N(C(=O)c1csnn1)c1ccc(F)cc1 (configuration not stated) | 6 | 4 | 0.1 | 0.2
CCN(CC)C(=O)CN(c1cc(OC)ccc1OC)S(=O)(=O)c1ccccc1 | -6 | 2 | -0.1 | 0.9
COc1ccc(NC(=O)c2ccc(C3CCCCC3)cc2)cc1 | 0 | -11 | -0.1 | 0.7
O=C1C[C@@H]2[C@@H](CC[C@@H](O)CCc3ccccc3)[C@H](O)C[C@@H]2O1 | 3 | x | x | -0.6
CCc1ccc(NC(=O)CN2CCC(NC(=O)c3ccc(OC)c(OC)c3)CC2)cc1 | -3 | 0 | 0.0 | -1.1
Cc1ccc(/C=C2\CS/C(=C\c3ccc(C)o3)C2=O)o1 | 67* | -9 | -0.7 | 1.0
O=C(NCCc1ccncc1)C12CC3CC(CC(C3)C1)C2 | 14 | -6 | 0.3 | -0.1
CN(C)/C=C1\CCc2c([nH]c3ccccc23)C1=O | -2 | 0 | 0.0 | 0.0
COc1ccc(-c2cc(C(F)(F)F)n3ncc(C(=O)O)c3n2)cc1 | -3 | 12 | -0.1 | 3.2
CCOC(=O)CN(c1ccccc1)S(=O)(=O)c1cc(C)c2[nH]c(=O)cc(C)c2c1 | -7 | -1 | -0.2 | -0.1
COc1ccc(N2CCN(C(=O)c3cnn4c(C)c(Cc5cccc(C)c5)c(C)nc34)CC2)cc1 | 6 | 6 | 0.0 | 2.5

Structural class, the entries above with bromine
SMILES | MITF inh | TEAD-YAP inh | FBW7 activator | GPR151 ag
Cc1cc(Br)cn2cc(C(=O)O)nc12 | -5 | 8 | 0.0 | -0.5
CCc1ccccc1NC(=O)c1nn2c(C(F)(F)F)cc(-c3ccc(Br)cc3)nc2c1Cl | 2 | -1 | -0.2 | -0.9
Cc1cc(I)ccc1N=Cc1nc(-c2ccc(Br)cc2)oc1O | 8 | 4 | 0.1 | -0.6

(listing goes on)
SMILES | MITF inh | TEAD-YAP inh | FBW7 activator | GPR151 ag
Cc1ccc(NC(=O)c2ccccc2N=Cc2c(O)[nH]c(=O)[nH]c2=O)cc1 | -6 | -50 | -0.2 | -2.2
CC(=O)[C@@H]1[C@@H](c2ccc(Cl)cc2)C(C#N)(C#N)[C@H]2C=Cc3ccccc3N12 | 8 | 5 | 0.0 | -0.8
CCc1cc(=O)[nH]c2cc(NC(=O)c3ccccc3)ccc12 | -6 | 31 | 0.0 | -0.7
CCOC(=O)c1sc2nc(CC(=O)OC)nc(Nc3ccccc3Cl)c2c1C | 11 | 10 | 0.3 | -1.2
O=C(CSc1nnc(CNC(=O)c2ccco2)n1-c1ccccc1)Nc1nccs1 | 2 | 5 | 0.0 | 0.1
O=C(NNC(=O)c1cccc([N+](=O)[O-])c1)c1cccc(I)c1 | 2 | -6 | 0.2 | -0.5
Nc1cccc(-c2nc(NCc3nc4ccccc4[nH]3)c3ncn(-c4ccccc4)c3n2)c1 | 14 | 35* | 0.0 | -1.5
CC(=O)c1c(C)oc2ccc(N(C(=O)c3ccc([N+](=O)[O-])cc3)S(=O)(=O)c3ccc(C(C)(C)C)cc3)cc12 | -5 | -4 | 0.1 | -0.1
CC(=O)Nc1nnc(SCC(=O)Nc2ccc([N+](=O)[O-])cc2)s1 | -3 | 12 | 0.0 | 0.3
COc1ccccc1-c1cc(C(F)(F)F)nc(S(=O)(=O)CCCC(=O)Nc2sc3c(c2C(N)=O)CCC(C(C)(C)C)C3)n1 (configuration not stated) | -8 | 10 | 0.1 | 0.4
COc1cc(/C=N/NC(=O)C(=O)Nc2cccc(C(F)(F)F)c2)ccc1O | 1 | 5 | 0.1 | 0.1
CCCS(=O)(=O)N1CCCc2ccc(NS(=O)(=O)c3cc(Cl)ccc3OC)cc21 | 21 | 3 | 0.1 | 0.0
c1ccc(CCc2noc(CN3CCC(c4ccncc4)CC3)n2)cc1 | -5 | 8 | 0.0 | 0.7
CC(=O)Nc1ccc(NC(=O)c2cccc(N3CCC(N4CCOCC4)CC3)n2)cc1 | 2 | 5 | -0.2 | 3.1
O=C(C#Cc1ccccc1)NCC1CC(Cc2ccc(F)cc2)=NO1 (configuration not stated) | 3 | 5 | -0.3 | 0.8
COc1ccc(OC)c(C(=O)c2coc3ccc(OC(C)=O)cc23)c1 | -3 | -14 | -0.1 | 0.2
CCOC(=O)NC(=O)CSc1nc2nc(C)cc(C)n2n1 | -7 | 5 | 0.0 | 0.6
COc1cc(/C=N/NC(=O)c2cc(-c3ccccc3)sc2N)cc(OC)c1OC | 5 | 5 | -0.1 | 1.0
Cc1ccc(C)c(NC(=O)Cn2cnc3c(cnn3-c3ccc(C)c(C)c3)c2=O)c1 | 18 | 14 | 0.2 | -0.3
Cc1cccc(Nc2nc3c(c(=O)n(C)c(=O)n3C)n2Cc2ccccc2)c1 | -9 | -3 | 0.0 | -1.0
Cc1cccc(C(=O)Oc2ccc(/C=C3/SC(=Nc4ccccc4Cl)NC3=O)cc2)c1 | 6 | 1 | 0.1 | -0.5
CC(=O)Nc1ccc(S(=O)(=O)N2CCN(Cc3ccccc3[N+](=O)[O-])CC2)cc1 | -5 | 3 | -0.1 | 0.6
O=C(Nc1ccc(Cl)cc1)c1cc(I)cc([N+](=O)[O-])c1 | -5 | -5 | -0.2 | -0.3
CC(=O)/C=C/C(=O)c1ccc(NC(=O)c2csc3c2c(C)nn3-c2ccccc2)cc1 | 8 | 4 | 0.0 | -0.6
CNC(=O)c1ccccc1Nc1cc(Nc2ccc(N3CCC(N(C)C)C3)cc2OC)ncc1C#N (configuration not stated) | 9 | 44* | -0.1 | -0.6
CCc1ccc(NS(=O)(=O)c2ccc3c(c2)CCN3C(=O)CCC(=O)O)cc1 | 1 | 1 | -0.1 | -0.2
CS(=O)(=O)c1ncc(Cl)c(C(=O)Nc2nc3ccc(F)cc3s2)n1 | 3 | -11 | 0.0 | -0.2
O=C(Nc1nc(-c2ccc(Br)s2)cs1)c1ccccc1Oc1ccccc1 | 5 | -2 | -0.1 | 0.5
CCCOn1nnnc1-c1ccccc1 | 16 | 10 | 0.0 | 0.0
Cc1ccccc1N=Cc1c(O)n(-c2ccccc2F)c(=O)[nH]c1=O | 15&10 | 6&5 | 0.2&0.3 | -0.6&0.8
COCCNC(=O)CCCNC(=O)Cn1cnc2sc3c(c2c1=O)CCCC3 | -10 | 3 | 0.0 | 0.2
Cc1ccc(CCNC(=O)Cn2ncc3c2-c2ccccc2OC3)cc1 | 17 | 8 | 0.3 | -0.4
Cc1ccc(C)c2nc(SCC(=O)N3CCCC3)c(C#N)cc12 | -9 | 2 | -0.2 | 0.7
Cc1cc(N2CCOCC2)nc2ccc(NC(=O)CCC3CCCC3)cc12 | 5 | -7 | 0.2 | -1.3
COc1ccc(-c2ncc(C(=O)NC3CC3)s2)cc1 | -9 | -23 | 0.1 | -6.8
Cc1cc(NC(=O)c2ccc(Br)cc2)ccc1I | 3 | -65 | 0.1 | 0.6
COc1cc(NC(=O)c2ccc([N+](=O)[O-])o2)ccc1-c1cc2ccccc2oc1=O | 9 | 5 | -0.1 | -1.4
CN(Cc1ccccc1)S(=O)(=O)c1cccc(S(=O)(=O)N2CCCC2)c1 | 6 | -10 | 0.1 | 0.4
CCCCCC1CCC(c2ccc(-c3ccc(CC)cn3)cc2)CC1 (configuration not stated) | 10 | 0 | 0.0 | 0.8
CC(=O)c1cccc(NC(=O)C(C)NS(=O)(=O)c2ccc(Br)cc2)c1 (configuration not stated) | 19 | 7 | 0.3 | -2.0
Cc1ccc(CNC(=O)C(C)n2nc(C)n3c(cc4sccc43)c2=O)cc1 (configuration not stated) | 5 | 1 | 0.1 | -0.3
CCC(=O)NC(=S)Nc1cccc(OC)c1 | 1 | -17 | 0.8 | 0.4
Oc1ccc(CCNc2ncnc3nc(Nc4ccc(C(F)(F)F)cc4)[nH]c23)cc1 | 11 | -1 | 0.1 | -0.8
COCCNC(=O)C(=O)NCCN1CCNCC1 | 6 | 0 | -0.1 | 2.4
CC1=CC(=O)C(C(=O)/C=C/c2ccccc2OC(F)F)C(=O)O1 (configuration not stated) | 14 | 2 | 0.3 | 0.6
O=C(NCc1ccc(Cl)cc1)c1c(O)c2cccc3c2n(c1=O)CC3 | -4 | -4 | -0.1 | 2.3
Cc1ccc(/C(N)=N/OC(=O)c2cccc3ccccc23)cc1 | -4 | 5 | 0.2 | -0.3
CCCNc1nc(N2CCC(N3CCOCC3)CC2)nc2c1ncn2C(C)C | 4 | -3 | 0.0 | -0.8
O=C(Nc1cccc(F)c1)C1CCCN1C(=O)OCc1ccccc1 (configuration not stated) | -6 | 1 | 0.0 | -0.9
Cc1ccc(-c2nnc(NC(=S)NC(=O)c3cccc([N+](=O)[O-])c3)s2)cc1 | 7 | -13 | 0.2 | -0.5
CCC(=O)Nc1ccc(C(=O)Nc2cccc(C(=O)O)c2)cc1 | -19 | 3 | 0.2 | -8.0
Cc1sc2ncn(CC(=O)N3CCC4(CC3)NC(=O)c3ccccc3O4)c(=O)c2c1C | 13 | -6 | 0.0 | 0.0
CCC1Oc2ccc(C)cc2N(CC(=O)NCCC(C)C)C1=O (configuration not stated) | -6 | 0 | 0.1 | 1.0
COC(=O)CSc1nc2sc3c(c2c(=O)[nH]1)CC(C)(C)OC3 | 9 | 11 | 0.1 | 0.3
COc1ccc(N=Cc2nc(-c3cccc4ccccc34)oc2O)c([N+](=O)[O-])c1 | -6 | 1 | 0.1 | -0.9
